PLC-beta3 inh: inhibitors of human phospholipase C beta3; Q01970; Purified PLC-beta3, fluorogenic substrate, fluorescence; hit rate 0.18% among 370,000; inhibition, % at 12.2 µM; in the data active = inhibition above about 11%;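 note: 0% = median of compound wells on plate and 100% = full blocker control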
FXN GAA850 act: frataxin GAA850 promoter activation | hit rate 0.56% among 360,000 | activation, % at 6 µM | HEK293 lucGAA850 FXN promoter luciferase reporter, 24 h; percent of 10 µM SAHA response;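 active = activation above the average of all compounds screened plus 3 SD, cutoff fixed separately per campaign, cut at about 7.5% in these data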;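 note: 0% = DMSO wells and 100% = 10 µM SAHA wells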
ssDAF12 agonist: activators of S. stercoralis DAF-12 nuclear receptor | HEK293 ssDAF-12/GRIP1 lit1-tk-luc reporter, luminescence; % of 3 µM dafachronic acid response | activation, % at 6.8 µM | hit rate 1% among 370,000;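 active = activation above the mean over all tested compounds plus 3 SD, cut at about 0.9% in these data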;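 note: 0% = DMSO-only wells and 100% = 3 µM delta7-dafachronic acid wells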
SMARCA2 activ: SMARCA2 function activation, primary screen. MG213 cells, MMTV-luciferase reporter, dexamethasone, overnight. activation, % at 9.1 µM. hit rate 1% among 370,000. AID 652017; in the data active = activation above about 7.8%;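 note: 0% = vehicle wells and 100% = reference activator wells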
PG9 Ab binder: PG9 antibody binding by small molecule | TR-FRET gp120-PG9 antibody binding | inhibition, % at 6.7 µM | hit rate 0.43% among 360,000; in the data active = inhibition above about 8.5%
hgDAF-12 ag: activates the H. glycines DAF-12 receptor ligand-binding domain | HEK293 GAL4-hgDAF12 UAS-luciferase reporter, agonist luminescence; normalized to butyrate control | hit rate 1.8% among 370,000 | activation, % at 6.8 µM | AID 687014;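 active = activation above a cutoff set at the mean of all screened compounds plus 3 SD, cut at about 10% in these data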;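 note: 0% = DMSO wells and 100% = sodium butyrate wells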
DAX1 inh-1: inhibitors of DAX1 repression of SF-1 activated StAR promoter; HEK293T StAR-luciferase reporter, SF-1/DAX-1 repression relief; inhibition, % at 6.8 µM; hit rate 1.1% among 370,000; AID 652010;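 active = inhibition above the mean over all tested compounds plus 3 SD, cut at about 3.6% in these data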;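 note: 0% = DAX-1 cells with DMSO and 100% = cells lacking DAX-1 with DMSO; higher inhibition means more luminescence from relief of DAX-1 repression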
DAX1 inh-2: inhibits human nuclear receptor DAX1; P51843; HEK293 Gal4-DAX1 luciferase reporter, luminescence; inhibition, % at 6.75 µM; hit rate 0.99% among 340,000; AID 504766;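 active = inhibition above the mean over all tested compounds plus 3 SD, cut at about 4.2% in these data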;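 note: 0% = DAX1-transfected cells with DMSO and 100% = empty-vector control cells with DMSO; inhibition shows as a rise in luminescence from relieved DAX1 repression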
Target sequence (P51843 207-470 limits assumed): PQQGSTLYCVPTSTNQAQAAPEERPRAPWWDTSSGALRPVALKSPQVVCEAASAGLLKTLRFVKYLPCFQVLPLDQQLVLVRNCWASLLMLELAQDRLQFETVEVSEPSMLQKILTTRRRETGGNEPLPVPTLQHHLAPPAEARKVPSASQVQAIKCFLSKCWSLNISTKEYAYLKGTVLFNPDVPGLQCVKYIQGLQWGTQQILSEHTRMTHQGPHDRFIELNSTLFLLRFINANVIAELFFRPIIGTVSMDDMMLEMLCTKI
hcDAF-12 act: H. contortus DAF-12 activation, primary screen | HEK293 hcDAF-12 lit1-tk-luc reporter, luminescence; 0% DMSO, 100% Δ7-dafachronic acid | hit rate 1.4% among 370,000 | AID 652067 | activation, % at 6.8 µM;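 active = activation above the mean of all tested compounds plus 3 SD, cut at about 5.5% in these data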;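 note: 100% = response to 3 µM Δ7-dafachronic acid high control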
Rev-erbA mod: modulates human Rev-erb alpha binding to DNA. P20393. Rev-erbα–FITC-DNA binding, fluorescence polarization, 90 min. activity, % at 10 µM. hit rate 0.79% among 370,000;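 active = activity above about 14%, limit read from the data; passing the limit was not always enough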;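 note: 0% = DMSO wells with 35 nM protein and 100% = DMSO wells with 750 nM protein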
Target sequence (P20393 whole entry, looked up): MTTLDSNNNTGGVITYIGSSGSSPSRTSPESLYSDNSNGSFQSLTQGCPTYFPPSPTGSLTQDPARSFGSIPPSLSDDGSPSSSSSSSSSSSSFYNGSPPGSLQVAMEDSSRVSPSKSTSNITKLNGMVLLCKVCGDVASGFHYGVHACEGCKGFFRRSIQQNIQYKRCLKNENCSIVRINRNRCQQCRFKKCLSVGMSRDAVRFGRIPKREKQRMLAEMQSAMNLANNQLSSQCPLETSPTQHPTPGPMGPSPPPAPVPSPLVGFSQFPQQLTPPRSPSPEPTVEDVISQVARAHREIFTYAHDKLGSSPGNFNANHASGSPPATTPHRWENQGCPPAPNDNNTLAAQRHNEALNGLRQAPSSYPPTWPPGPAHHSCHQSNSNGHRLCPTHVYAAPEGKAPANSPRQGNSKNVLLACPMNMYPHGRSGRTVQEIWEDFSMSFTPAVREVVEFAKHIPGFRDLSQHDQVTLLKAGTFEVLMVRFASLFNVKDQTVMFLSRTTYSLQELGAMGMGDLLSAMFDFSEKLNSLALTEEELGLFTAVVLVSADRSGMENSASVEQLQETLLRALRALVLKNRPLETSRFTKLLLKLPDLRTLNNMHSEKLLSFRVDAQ
sPLA2-III inh: Blocks human group III sPLA2 activity; inhibition, % at 12.2 µM; QFRET BODIPY PC-A2 liposome hydrolysis, fluorescence; AID 743126; hit rate 0.56% among 370,000; Q9NZ20;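 active = inhibition above mean plus 3 SD of compounds lying within the high and low control bounds, cut at about 19% in these data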;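 note: 0% = median of test compound wells and 100% = no enzyme DMSO wells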
The depositor's hits bear a star; i = inactive; / = no result given. Random draw from the library, and some 7% of all compounds hit somewhere here.

SMILES	PLC-beta3 inh	FXN GAA850 act	ssDAF12 agonist	SMARCA2 activ	PG9 Ab binder	hgDAF-12 ag	DAX1 inh-1	DAX1 inh-2	hcDAF-12 act	Rev-erbA mod	sPLA2-III inh
CCOc1ccc(N2C(=O)CC(N3CCc4ccccc43)C2=O)cc1 (stereo not given)	2	2.3	-1.5	1	-1.0	-0.7	-0.6	1.8	-1.9	-2	-9
Cc1ccc(NC(=O)c2scc3c2CCCC3)cc1	5	4.8	0.6	4	-1.3	23*	3.5	4.6*	6.2*	0	1
CN(Cc1ccccc1)C(=O)c1cc(=O)[nH]c2ccccc12	-16	1.7	-0.8	-2	0.6	-0.7	-0.4	-0.1	-0.2	-11	-4
Fc1ccc(-c2nc3ccc(Br)cn3c2Cc2cccc(Cl)c2)cc1	-11	/	-0.9	3	5.1	2.5	0.9	/	0.2	28*	-8
Cc1ccccc1-c1nc2ccccc2o1	2	2.9	-1.5	3	-1.5	0.3	0.1	3.2	2.2	1	1
CCC(C)c1c(O)nc(SCC(=O)N2CCOCC2)[nH]c1=O (stereo not given)	6	1.6	-1.4	-5	1.7	3.0	-0.7	2.5	-0.9	-2	6
Cc1ccc(S(=O)(=O)N2CCC(C(=O)OC(C)C(=O)N(C)c3ccccc3)CC2)cc1C (stereo not given)	-6	0.6	-1.5	-3	-3.4	-2.1	-2.6	-0.9	-2.0	1	-16
CCOc1ccc(CSCCNC(=S)Nc2ccccc2)cc1	1	0.0	-1.3	-2	1.2	-4.1	-1.7	-1.0	0.0	-3	-10
CCCOc1ccc(C2C(C(=O)c3ccc(C)o3)=C(O)C(=O)N2Cc2ccco2)cc1 (stereo not given)	-18	-1.6	-1.2	-2	14*	1.7	1.1	0.7	-0.5	-1	2
CNc1nc(NC)c2cn[nH]c2n1	-2	0.3	-1.1	7	0.3	0.2	0.6	-0.3	-2.2	-8	4
Cc1ccc(-c2[nH]ncc2C(=O)c2ccc(Br)cc2)c(O)c1	2	1.3	-1.0	5	-1.0	-1.8	-0.3	-1.1	2.0	-4	-125
Cc1cccc(CNC(=O)CCn2ccc3cc(S(=O)(=O)N4CCCC4)ccc32)c1	-12	-0.2	-0.7	2	0.7	-0.8	-0.7	0.2	0.8	-5	-9
O=C(Nc1ccc(F)cc1)c1cccnc1	2	0.4	-1.5	1	-2.5	-0.6	-0.3	1.2	-4.0	-1	4
N#Cc1c(-c2ccccc2Cl)c2c([nH]c1=O)-c1ccccc1OC2	i	0.5	-1.7	-3	1.1	-0.1	0.0	-2.0	-0.1	1	-7
CN(C)Cc1ccccc1Cc1ccccc1	-3	-1.9	-1.5	-1	-4.8	1.1	-0.8	0.8	2.0	-1	9
NC(=O)CC[C@H](NC(=O)c1ccc(F)cc1)C(=O)OCC(=O)NCc1ccc2c(c1)OCO2	1	-0.6	-0.8	-3	-0.8	-2.0	3.2	0.9	-3.1	4	-5
C[C@H](NC(=O)C[C@@H]1C[C@@H]2c3cc(NC(=O)C4CCC4)ccc3O[C@@H]2[C@@H](CO)O1)c1ccccc1	3	/	-1.2	-4	-1.2	1.2	-1.5	/	-1.7	-2	5
COc1cccc(Nc2c(F)c(OC)c(F)c(F)c2C(=O)O)c1	-3	-1.9	-0.8	1	-2.6	0.7	-0.5	0.6	1.7	-3	-7
Cn1ccs/c1=N\C(=O)Nc1ccccc1	0	5.6	0.1	4	-0.5	12*	1.9	0.8	3.8	-3	1
CCOc1ccc(CCNC(=O)CN2C(=O)c3cccnc3Oc3ccc(C)cc32)cc1OCC	8	-0.5	-1.7	1	1.0	-2.6	-0.5	-1.4	-2.9	-1	1
COc1ccc(S[C@]2(C(=O)N3CCN(c4ncccn4)CC3)CC(=O)N(c3ccsc3)[C@@H]2c2ccc(OC)cc2)cc1	-4	/	-1.0	1	/	3.4	-1.2	/	-2.8	3	-1
COc1c(C(C)C)cc(NC(C)=O)cc1C(C)C	4	0.7	-1.6	2	0.2	-1.0	-0.7	-0.9	-1.8	-3	0
Nn1cc(-c2ccccc2)nc1SCC(=O)NCCN1C(=O)CSC1=O	-10	-0.5	-0.1	-1	-2.0	0.6	0.8	0.6	-1.1	-1	-3
Cc1nn(CC(C)C)c(Cl)c1C(=O)NCC(C)(C)N1CCOCC1	3	1.2	-1.4	-2	1.1	0.8	-0.2	1.2	-0.2	-4	9
Cc1onc(-c2c(Cl)cccc2Cl)c1C(=O)N1C(C)CCCC1C (stereo not given)	-4	2.8	-0.9	-1	-2.2	5.0	-0.3	0.7	-0.4	6	1
CCCN1CC(=O)N2Cc3[nH]c4ccccc4c3C[C@H]2C1=O	-23	-1.3	-1.3	-1	-0.8	0.5	0.4	0.5	-1.9	1	12
O=C(CCS(=O)(=O)c1cc(Br)cc2c1N(C(=O)C1CC1)CC2)N1CCN(c2ccccn2)CC1	-2	-0.2	-1.9	4	-1.8	-2.0	0.1	1.9	-2.0	-5	-1
CCc1nnc(NS(=O)(=O)c2ccc(NC(=S)NC(=O)/C=C/c3ccc(F)cc3)cc2)s1	2	-0.4	-1.1	-1	-2.3	-0.6	0.5	2.0	0.1	2	-11
Cc1nc2sccn2c(=O)c1S(=O)(=O)NC(C)c1ccccc1 (stereo not given)	-7	-1.8	-0.1	-1	-1.8	-0.9	0.5	-0.8	-0.5	2	3
O=C1C(Cc2ccccc2)SC(=Nc2ccccc2)N1c1ccccc1 (stereo not given)	0	2.0	-1.3	1	1.3	-1.0	0.6	-0.5	-1.4	-2	2
C[C@@H]1CN([C@H](C)CO)C(=O)CCCn2nncc2CO[C@H]1CN(C)S(=O)(=O)c1cccc(F)c1	0	-0.6	-0.8	-1	0.5	-1.7	0.1	0.0	-1.0	-1	6
COc1ccc(C(=O)NNC(=O)C2=NN(c3ccccc3)C(=O)CC2)cc1	-11	1.0	-1.4	-2	1.5	-0.1	-0.1	0.0	-0.4	-1	7
C[C@@H]1O[C@@H](O[C@H]2[C@H](Oc3cc(O)c4c(c3)O[C@H](c3ccc(O)cc3)CC4=O)O[C@H](CO)[C@@H](O)[C@@H]2O)[C@H](O)[C@H](O)[C@H]1O	-2	-0.4	-0.8	6	-1.9	-0.4	-0.5	0.0	0.0	0	3
CC(C)COC(=O)CCn1[nH]c(=O)c2ccccc2c1=O	-16	-0.2	-1.6	0	-1.3	-0.3	0.3	0.0	1.2	0	0
O=C(CCc1ccccc1)NNC(=O)c1cc(Cl)ccc1O	-281	0.5	-1.0	-3	0.6	-0.6	-0.4	0.1	0.3	-2	17
COc1ccc(Cl)cc1NC(=O)C/C(C)=N/NC(=O)CCc1ccccc1	-6	2.8	-0.1	2	-0.1	-0.2	-0.4	-0.5	0.8	3	-15
CC1(C)CC(=O)C=C(Nc2cccc(O)c2)C1	-70	-2.6	-1.2	3	-0.6	-0.4	-0.3	0.2	1.1	-6	-1
CCC(C)NC(=O)CCn1c(-c2ccc(F)cc2)cc(C(C)=O)c1C (stereo not given)	1	1.8	-0.5	1	-0.2	-4.0	-0.8	1.0	2.1	-2	13
CC(C)NC(=O)N(C)C[C@H]1Oc2ccc(NC(=O)C3CCCCC3)cc2C(=O)N([C@H](C)CO)C[C@@H]1C	4	0.5	-0.9	0	-0.5	1.2	-0.4	1.5	0.6	-8	2
O=C(Nc1cccc(S(=O)(=O)N2CCOCC2)c1)c1ccc(N2CCOCC2)c([N+](=O)[O-])c1	4	3.1	-2.4	-3	-2.9	-5.7	-1.3	-2.6	-4.1	-2	-13
COCCN(C(=O)COC(=O)/C=C/c1ccc(C)o1)c1c(N)n(Cc2ccccc2)c(=O)[nH]c1=O	-8	-0.3	-1.1	0	-0.6	2.9	1.2	-0.1	0.8	-2	-2
COc1cccc(C#Cc2cnc3c(c2)C(=O)N([C@@H](C)CO)C[C@H](C)[C@H](CN(C)C(=O)C2CCC2)O3)c1	-16	-1.9	-1.4	-3	0.1	-1.3	-1.2	-0.9	-0.1	-5	-8
Cn1c(=O)[nH]c(=O)c2c1nc(SCC(=O)O)n2CCCc1ccccc1	-4	1.6	-1.0	-2	-0.6	-1.4	0.4	0.8	-1.8	-4	-1
O=C(Oc1ccc(C(=S)N2CCOCC2)cc1)c1ccccc1[N+](=O)[O-]	-3	-1.2	-1.2	0	-0.9	1.8	-0.1	1.0	-2.0	6	-3
CN(CC(=O)Nc1ccc(F)cc1)C(=O)COC(=O)c1cc(S(=O)(=O)N(C)C)ccc1N1CCCC1	-6	-1.2	-0.2	-3	-1.2	-1.3	0.0	-0.7	-1.0	-5	3
CCOc1ncccc1C(=O)N1CCN(Cc2ccc3c(c2)OCO3)CC1	-1	0.8	-1.6	1	-2.4	-0.5	-0.8	-0.1	-1.1	5	4
COC(=O)c1nn(-c2ccc(OC)cc2)c(=O)cc1Sc1ccc(C)cc1	-2	1.0	-0.2	-1	-2.4	1.8	-0.3	/	0.2	1	-3
Cc1[nH]c(=S)[nH]c(=O)c1Cc1ccccc1	5	-1.7	-1.4	16*	-1.8	2.5	0.6	1.4	0.1	0	-3
CC1(C)Cc2cccc(OCC(=O)NCc3ccccc3)c2O1	-12	1.3	-0.7	-2	-0.3	-1.3	-0.6	-1.0	-1.0	1	4
CC12C=CC3(CN(Cc4ccccc4)C(=O)C3C1C(=O)NC1CC1)O2 (stereo not given)	-1	-1.4	-1.6	-1	-0.6	0.2	0.4	-0.9	1.3	-2	5
CC(C)(C)OC(=O)NCc1ccc(CNC(=O)c2nc[nH]c2C(=O)N2CCc3ccccc3C2)cc1	0	-0.6	-1.6	0	-4.1	-1.2	-0.7	-1.5	-2.3	-6	-19
COc1ccc(OC)c(NC(=O)CSc2nnc(Cc3cccn3C)n2CCc2ccccc2)c1	-1	-2.4	-1.5	1	-2.1	-0.3	-0.2	0.9	-1.4	10	-27
O=C(O)CCc1nnc(SCC(=O)Nc2ccc(Cl)c(C(F)(F)F)c2)[nH]c1=O	-2	0.6	-0.4	-3	0.5	-0.4	-0.1	0.3	-0.4	0	-3
CCCCC1CCC(C(=O)N(CCOC)c2c(N)n(CCCC)c(=O)[nH]c2=O)CC1 (stereo not given)	-3	-0.3	-0.7	3	-2.0	0.1	-0.1	-0.2	-1.1	3	-3
Cc1c(C(=O)N2CCCC2)c(S(=O)(=O)Nc2cccc(Br)c2)c(C)n1C	-4	0.6	-1.2	-2	0.0	-0.5	-0.2	-0.2	-1.8	-5	2
COc1ccc(OC)c(/C=C/C(=O)NC2=NCCS2)c1	i	3.4	-0.8	0	2.7	1.8	1.0	-0.3	2.0	-3	-4
CCOC(=O)C(C)Oc1ccc(NC(=O)C(Cl)Cl)cc1 (stereo not given)	-3	-1.1	-0.3	-3	-1.6	0.3	-0.9	0.5	0.1	-5	11
N#Cc1c(Cl)nc(N/N=C/c2ccccc2)c(Cl)c1Cl	-25	0.6	-0.3	-5	-0.6	5.8	0.6	0.5	4.7	-7	18

High-throughput results deposited in PubChem BioAssay by several laboratories.
